Assay outcomes: PubChem, several laboratories
PfHsp40 rescue – rescue of yeast from PfHsp40 toxicity, primary screen, S. cerevisiae, ATP luminescence; S. cerevisiae expressing PfHsp40, growth rescue; growth rescue, % at 12.5 µM; 340,000 tested, 0.68% active; in the data active = growth rescue above about 28%, passing the limit was not always enough; inconclusive = no clear call, values can overlap the other calls;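 note: yeast W303a lacking pdr1 and pdr3 grown in galactose medium; growth measured after three days at 30 °C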
Anthrax LF prot – Bacillus anthracis LF protease inhibitors, primary screen, biochemical, multiplex microsphere, MLPCN library. Lethal factor (Bacillus anthracis), P15917. multiplex microsphere protease cleavage assay. inhibition, % at 10 µM. 360,000 tested, 0.12% active; note: plate controls were buffer without enzyme for full effect and enzyme alone for no effect
Target sequence (P15917 whole entry, looked up): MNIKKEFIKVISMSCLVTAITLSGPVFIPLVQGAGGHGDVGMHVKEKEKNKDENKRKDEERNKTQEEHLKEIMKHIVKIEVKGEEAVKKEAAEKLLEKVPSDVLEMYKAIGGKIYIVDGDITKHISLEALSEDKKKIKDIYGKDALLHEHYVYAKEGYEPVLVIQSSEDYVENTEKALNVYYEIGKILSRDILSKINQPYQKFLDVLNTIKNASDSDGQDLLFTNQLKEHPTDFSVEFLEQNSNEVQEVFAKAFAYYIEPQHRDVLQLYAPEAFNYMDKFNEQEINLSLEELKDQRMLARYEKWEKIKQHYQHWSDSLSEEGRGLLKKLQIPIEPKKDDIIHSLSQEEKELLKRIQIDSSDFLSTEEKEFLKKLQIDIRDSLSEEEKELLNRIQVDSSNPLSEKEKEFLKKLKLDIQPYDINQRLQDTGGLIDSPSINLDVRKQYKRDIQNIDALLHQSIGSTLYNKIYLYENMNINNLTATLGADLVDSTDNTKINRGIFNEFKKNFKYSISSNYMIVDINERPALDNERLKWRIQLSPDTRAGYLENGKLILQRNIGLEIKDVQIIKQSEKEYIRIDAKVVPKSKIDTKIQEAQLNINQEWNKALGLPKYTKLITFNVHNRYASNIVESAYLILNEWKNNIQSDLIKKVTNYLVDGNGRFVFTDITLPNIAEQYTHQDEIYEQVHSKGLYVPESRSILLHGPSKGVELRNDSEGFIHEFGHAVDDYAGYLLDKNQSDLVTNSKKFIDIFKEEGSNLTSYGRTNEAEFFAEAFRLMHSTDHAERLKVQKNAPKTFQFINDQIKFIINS
GDH-TPI counter – GDH-TPI coupling enzyme inhibitors, primary screen, artefact control for M. tuberculosis FBA inhibitor project, biochemical, absorbance, full deck; 360,000 tested, 1.2% active; GDH-TPI coupled enzyme counterscreen, NADH absorbance; inhibition, % at 4.8 µM; in the data active = inhibition above about 30%;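 note: 0% = DMSO wells and 100% = wells lacking the enzyme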
BoNT F protease – BoNT/F light chain protease inhibitors, primary screen, biochemical, flow cytometry, MLPCN library; Multiplex microsphere protease cleavage assay; 360,000 tested, 0.22% active; AID 588497, 2011; inhibition, % at 10 µM; in the data active = inhibition above about 35%, passing the limit was not always enough; inconclusive = no clear call, values can overlap the other calls; note: plate controls were buffer without enzyme for full effect and enzyme alone for no effect
FadD28 FP inh – inhibitors of FadD28 bisubstrate probe binding, primary screen, biochemical, fluorescence polarization, single point. Mycobacterium tuberculosis FadD28 fatty-acid-AMP ligase. inhibition, % at 12.5 µM. 360,000 tested, 0.22% active; in the data active = inhibition above about 8.5%, passing the limit was not always enough; inconclusive = no clear call, values can overlap the other calls
Mtb UGM inh – M. tuberculosis UGM enzyme inhibitors, primary screen, biochemical, fluorescence polarization, single point | UDP-galactopyranose mutase (Mycobacterium tuberculosis (strain ATCC 25618 / H37Rv)), … | purified UGM, fluorescence polarization probe displacement | inhibition, % at 10 µM | 320,000 tested, 0.06% active; in the data active = inhibition above about 10%, passing the limit was not always enough; inconclusive = no clear call, values can overlap the other calls
BoNT-A LC inh2 – BoNT/A light chain protease inhibitors, primary screen, biochemical, flow cytometry, MLPCN library; multiplex microsphere protease substrate cleavage; Botulinum neurotoxin type A light chain protease (Clostridium botulinum A str. ATCC 3502); 360,000 tested, 0.17% active; inhibition, % at 10 µM; note: plate controls were buffer without enzyme for full effect and enzyme alone for no effect
BioA inh – M. tuberculosis BioA enzyme inhibitors, primary screen, biochemical, plate reader, single point, HTS; purified M. tuberculosis BioA enzyme; inhibition, % at 9.99 µM; 360,000 tested, 0.096% active; AID 602481, 2012; in the data active = inhibition above about 40%; inconclusive = no clear call, values can overlap the other calls
Mtb FBA inh – Mtb FBA enzyme inhibitors, primary screen, biochemical, fluorescence, strain H37Rv. Fructose-bisphosphate aldolase (Mycobacterium tuberculosis (strain ATCC 25618 / H37Rv)), …. purified M. tuberculosis FBA, fluorescence read-out. inhibition, % at 1 µM. 360,000 tested, 2.3% active. AID 588726, 2011; in the data active = inhibition above about 27%;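 note: 0% = vehicle and 100% = reference inhibitor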
* = called active by the depositor; u = inconclusive; x = not tested or not shown; & = joins results of further samples; ! = not confirmed by another sample. Cut-off read from the data, not from the text of the source, unless noted: active = inhibition above about 30%; inconclusive = no clear call, values can overlap the other calls; inactive = below that.

SMILES	PfHsp40 rescue	Anthrax LF prot	GDH-TPI counter	BoNT F protease	FadD28 FP inh	Mtb UGM inh	BoNT-A LC inh2	BioA inh	Mtb FBA inh
CCc1ccc(NS(=O)(=O)c2c(C(=O)N3CCOCC3)c(C)n(C)c2C)cc1	-1.5	2	8	-1	1.2	-0.2	-0.4	2.8	0
O=C(O)c1ccc(/C=C/c2ccc3cccc(O)c3n2)cc1	-0.2	4	24	-6	-6.0	x	-0.5	x	1
O=C1NC(=O)N(c2ccc3c(c2)OCO3)C(=O)/C1=C\c1ccc(-c2ccccc2C(=O)O)o1	-1.3	-5	-8	-3	-3.4	6.4	0.3	x	4
CCOC(=O)N1CCc2c(sc3c2c(=O)n(Cc2ccccc2)c(=O)n3Cc2cccc(C)c2)C1	-0.8	-5	-2	1	-1.3	0.5	0.2	-1.2	2
COc1cc(NC(=O)C2CCCN(S(=O)(=O)c3cnc[nH]3)C2)cc(OC)c1 (configuration not stated)	-0.4	-1	-2	-8	-3.5	-0.5	-0.4	-1.3	0
CCC(CC)NC(=O)CSc1nnc(-c2ccc(OC)cc2)n1C(C)C	-2.0	5	3	u	-4.1	2.5	-0.2	1.5	-2
Cc1cc(C)c(C(=O)c2ccc(C(=O)NC(C)(C)C)cc2)c(C)c1	-1.0	-3	1	-4	-4.2	1.4	-0.4	-0.5	-5
Cc1c(OCC(=O)OC(C)C)ccc2c3c(c(=O)oc12)CCC3	-1.0	-1	17	-2	-1.0	8.3	-0.5	0.4	12
Cc1[nH]c2ccccc2c1C1(O)C(=O)N(C(C)C)c2ccccc21 (configuration not stated)	1.0	-1	12	-7	-0.5	0.6	-1.4	x	1
CCS(=O)(=O)c1ccc2c(c1)N(S(C)(=O)=O)CC(C(=O)NC1CC1)O2 (configuration not stated)	-0.3	-1	-1	10	-0.5	-2.0	-0.6	-1.5	6
O=C(OCc1cn(-c2ccc(Cl)c(Cl)c2)nn1)c1ccccc1Cl	-0.3	1	7	2	-1.4	-5.8	0.5	-1.7	-4
NC(=S)Nc1cccc2cc3ccccc3cc12	u	5	12	-21	-2.4	2.1	2.7	-2.3	16

Of the compounds above, these have sulfur.
SMILES	PfHsp40 rescue	Anthrax LF prot	GDH-TPI counter	BoNT F protease	FadD28 FP inh	Mtb UGM inh	BoNT-A LC inh2	BioA inh	Mtb FBA inh
CCc1ccc(NS(=O)(=O)c2c(C(=O)N3CCOCC3)c(C)n(C)c2C)cc1	-1.5	2	8	-1	1.2	-0.2	-0.4	2.8	0
CCOC(=O)N1CCc2c(sc3c2c(=O)n(Cc2ccccc2)c(=O)n3Cc2cccc(C)c2)C1	-0.8	-5	-2	1	-1.3	0.5	0.2	-1.2	2
COc1cc(NC(=O)C2CCCN(S(=O)(=O)c3cnc[nH]3)C2)cc(OC)c1 (configuration not stated)	-0.4	-1	-2	-8	-3.5	-0.5	-0.4	-1.3	0
CCC(CC)NC(=O)CSc1nnc(-c2ccc(OC)cc2)n1C(C)C	-2.0	5	3	u	-4.1	2.5	-0.2	1.5	-2
CCS(=O)(=O)c1ccc2c(c1)N(S(C)(=O)=O)CC(C(=O)NC1CC1)O2 (configuration not stated)	-0.3	-1	-1	10	-0.5	-2.0	-0.6	-1.5	6
NC(=S)Nc1cccc2cc3ccccc3cc12	u	5	12	-21	-2.4	2.1	2.7	-2.3	16

Whole records, looked up by structure. Values in the order: PfHsp40 rescue	Anthrax LF prot	GDH-TPI counter	BoNT F protease	FadD28 FP inh	Mtb UGM inh	BoNT-A LC inh2	BioA inh	Mtb FBA inh
`CCC(CC)NC(=O)CSc1nnc(-c2ccc(OC)cc2)n1C(C)C` is listed as -2.0	5	3	u	-4.1	2.5	-0.2	1.5	-2
`O=C1NC(=O)N(c2ccc3c(c2)OCO3)C(=O)/C1=C\c1ccc(-c2ccccc2C(=O)O)o1` is listed as -1.3	-5	-8	-3	-3.4	6.4	0.3	x	4
`NC(=S)Nc1cccc2cc3ccccc3cc12` is listed as u	5	12	-21	-2.4	2.1	2.7	-2.3	16
`O=C(O)c1ccc(/C=C/c2ccc3cccc(O)c3n2)cc1` is listed as -0.2	4	24	-6	-6.0	x	-0.5	x	1
`Cc1cc(C)c(C(=O)c2ccc(C(=O)NC(C)(C)C)cc2)c(C)c1` is listed as -1.0	-3	1	-4	-4.2	1.4	-0.4	-0.5	-5

(list continues)
SMILES	PfHsp40 rescue	Anthrax LF prot	GDH-TPI counter	BoNT F protease	FadD28 FP inh	Mtb UGM inh	BoNT-A LC inh2	BioA inh	Mtb FBA inh
COC(=O)c1scc(S(=O)(=O)c2ccccc2)c1N	-0.4	-3	3	0	-4.7	x	-0.4	x	3
N#Cc1ccc(NC(=O)c2nc(-c3ccccc3)n(-c3ccccc3)n2)cc1	0.0	-1	-2	-7	-2.7	1.4	-0.2	x	0
O=C(Cn1cnc2scc(-c3ccc(Cl)cc3)c2c1=O)N1CCOCC1	-1.1	-11	5	-3	-1.0	-0.1	-1.5	9.8	-4
CCN(C(=O)COC(=O)c1ccc(OC)c(S(=O)(=O)N2CCCc3ccccc32)c1)C1CCS(=O)(=O)C1 (configuration not stated)	0.8	1	1	6	-0.9	1.4	1.0	-1.1	-1
CCN1/C(=C2/SC(=S)N(NC(C)=O)C2=O)Sc2ccc(Cl)cc21	-1.7	13	-11	u	-4.3	-0.4	-3.9	-4.0	-11
COc1ccc(OC)c2c1CCC1NCCOC21 (configuration not stated)	-3.7	-1	9	-9	-1.5	-3.6	5.6	x	-1
Cc1ccc(C)c(SCC(=O)Nc2nnc(-c3ccccc3)o2)c1	-0.5	6	-3	u	-4.7	0.2	1.7	-0.2	2
CC/C=C(\NC(C)=O)c1ccccc1	-0.8	-10	3	3	-2.1	-1.7	-0.2	-2.2	-1
CC(=O)N1C(C(=O)O)Cc2c([nH]c3ccccc23)C1(C)C (configuration not stated)	-1.2	11	6	-26	-0.7	-0.9	-1.0	-2.2	5
COCC(C)NC(=O)C1CC(=O)N(CCc2ccc(F)cc2)C1 (configuration not stated)	x	-8	12	-1	-0.3	x	0.1	-2.0	3
COC(=O)N[C@H](CC(C)=O)c1cccc(C(F)(F)F)c1	0.0	-13	-3	-1	-2.6	-0.9	-0.2	1.7	-4
CCOC(=O)c1[nH]c(C)c(C(=O)OCc2c(C)noc2C)c1C	1.3	3	1	7	-1.3	0.2	0.1	0.2	2
C#CCOc1ccccc1/C=C1/C(=O)ON=C1C	-0.8	9	6	-18	-2.0	2.6	-6.4	-2.2	2
CCOC(=O)c1ccc(NC(=O)c2nc[nH]c2C(=O)NCc2ccccc2)cc1	0.5	0	6	-3	-5.2	2.9	-0.7	-0.2	1
CC(=O)NNc1cc(=O)c2c(=O)n(C)c(=O)n(C)c2[nH]1	-1.8	-7	3	-6	0.7	2.1	-0.3	-2.4	0
CC(=O)NC(C)c1nc2ccccc2n1CC(=O)NC(C)CCc1ccccc1 (configuration not stated)	2.0	0	6	-4	-1.1	0.2	-0.2	x	-1
Cc1ccccc1-n1c(SCC(=O)NCc2cccs2)nnc1-c1ccncc1	0.0	-2	-4	-7	-4.3	-4.1	-1.2	7.8	-2
CCOc1ccc(S(=O)(=O)Nc2ccc3c(c2)n(C)c(=O)n3C)cc1	0.9	0	-1	-1	-2.6	-0.5	-0.2	-0.2	9
c1nc(N2CCCCCC2)c2[nH]cnc2n1	-0.4	4	3	0	-0.8	-0.6	-0.5	-0.6	5
N#C/C(=C\c1ccc(O)cc1)C(=O)O	-1.2	0&1	35*!	-3&-4	-2.9&-3.5	x	-0.4&-0.6	-0.8&-0.4	-1&-1
CC1CC(C)CN(C(=O)C(C)N(C)CC(=O)Nc2ccc(F)cc2)C1 (configuration not stated)	-0.4	-8	-1	-9	-1.1	0.3	-0.1	0.7	2
CCOc1ccccc1C(=O)OCC(=O)NCCNC(=O)COC(=O)c1ccccc1OCC	0.1	0	7	7	-3.2	-1.3	1.6	-1.0	-1
COc1ccc(-c2cc(=O)[nH][nH]2)cc1OC	-0.4	-4	3	-9	-3.0	-1.7	-0.7	0.4	3
COc1ccc(S(=O)(=O)N(CC(=O)NCc2ccncc2)c2ccc(C)cc2)cc1Br	0.1	8	-3	-24	-4.1	-3.5	-1.2	-0.8	-2
NN1C(=O)NC(c2ccccc2)(c2ccccc2)C1=O	-0.9	3	0	-9	-1.6	-3.6	0.4	x	2
Cc1sc(NC(=S)NC(=O)CCc2ccccc2)c(C(N)=O)c1C	-2.2	-1	6	-4	-2.6	-0.5	-0.6	x	-2
CCOc1ccc(CCNC(=O)C2CC(C)=CCC2C(=O)O)cc1OCC (configuration not stated)	-0.2	24	-7	-21	-1.1	2.0	2.4	0.6	-4
CCn1ccnc1CN1CCCC(C(=O)c2ccc3c4c(cccc24)CC3)C1 (configuration not stated)	-1.5	0	-1	-3	-1.3	2.7	-0.1	0.1	9
CCOC1=NN(c2ccc(Cl)cc2)C(=O)/C1=C\N(C)C	0.4	-1	1	-4	-1.6	-2.0	-0.5	x	1
CCc1nnc2n1N=C(c1ccc(Br)cc1)CS2	0.7	-10	0	-26	-1.8	-0.6	-3.1	x	0
CN1CCN(c2cc(N3CCCCCC3)c(F)cc2[N+](=O)[O-])CC1	-0.7	-2	9	-13	1.9	1.3	-1.6	x	-11
CN(C)CCOc1ccc2ccccc2c1	1.5	0	-5	9	-0.6	2.1	0.1	0.7	-3
CCCOc1ccc(N2C(=O)CC(N(CCc3ccccc3)C(=O)c3ccccc3)C2=O)cc1 (configuration not stated)	-0.7	-8	-1	0	1.6	-0.2	-0.2	x	-3
CC(C)(C)c1ccc(COc2ccsc2C(=O)O)cc1	0.6	-2	9	-7	0.6	-1.3	0.1	x	2
C=CCNC(=O)CN(c1cccc(Br)c1)S(C)(=O)=O	-0.4	-1	-5	-4	-4.2	-0.5	0.0	-1.4	-2
NC(=S)COc1ccccc1	0.0	-10	3	u	-2.5	4.5	u	x	0
O=C(O)c1ccc2c(c1)C(=O)N(Cc1ccco1)C2=O	1.5	2	7	-3	-1.0	0.8	-5.2	-5.5	1
CCOC(=O)c1ccc(NC(=O)CSc2nnc(-c3cccs3)n2CC)cc1	-0.2	1	-3	-2	-4.0	0.6	-0.2	-0.4	-2
COc1ccccc1C1(CC(=O)O)CCOC(C)(C)C1 (configuration not stated)	-0.6	3	-1	3	-0.3	-1.3	1.0	0.6	-1
OCCN1CCN(c2ncnc3c2ncn3[C@H]2CN(Cc3ccc4c(c3)OCO4)C[C@@H](CO)O2)CC1	x	-6	9	2	0.2	x	-0.4	0.5	3
CC1C(C)C(O)(c2ccccc2)CCN1C (configuration not stated)	0.3	-1	8	-15	0.8	2.2	0.4	1.6	3
C[C@H](NC(=O)CCC(=O)N1C[C@H]2C[C@H](C1)c1cccc(=O)n1C2)c1ccccc1	-0.2	-3	12	-6	-2.6	-2.0	-0.1	0.6	5
Cc1cc(CNC(=O)COc2c(F)c(F)cc(F)c2F)c2ccccc2n1	-0.9	-1	4	-6	-0.9	0.5	-0.1	-0.7	-2
CCn1nc(C)c(CN2CCCC(CO)(Cc3cccc(Cl)c3)C2)c1C (configuration not stated)	-1.7	1	-9	-2	-2.8	2.0	-0.3	x	3
